Compound activity: PubChem BioAssay, several laboratories
MC4R antagonist: blocks human MC4R cAMP signaling; P32245; MC4R-expressing cells, MTII-stimulated cAMP, LANCE TR-FRET; inhibition, % at 6.5 µM; 0.48% of 360,000 active;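 active means inhibition above its plate's cutoff, the mean of tested wells on that plate plus 3 SD, cut at about 29% in these data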;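 further: 0% = Melanotan II alone and 100% = Melanotan II plus saturating MCL0020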
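Test system: U2OS cells stably expressing human melanocortin 4 receptor (MC4R); also added: Melanotan II challenge; compound: 6.5 µM single dose; timing: 30-min compound preincubation, 1-h Melanotan II challenge, 1-h detection, room temperature; signal: Eu-cAMP/anti-cAMP TR-FRET, emission 671 nm; repeats: one well per compound, no replicates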
MC4R ag barr: agonists of human melanocortin 4 receptor (MC4R) beta-arrestin. P32245. U2OS MC4R beta-arrestin complementation, luminescence; percent of melanotan II response, DMSO zero. activation, % at 8.9 µM. 0.98% of 360,000 active;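 active means activation above a per-plate cutoff, the mean activation of sample wells on that plate plus 3 SD, cut at about 8% in these data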
H9c2 protect: protects H9c2 cardiomyocytes from peroxide injury; AID 588492; protection from H2O2 cell death, % at 20 µM; 0.63% of 360,000 active; H2O2 injury protection, ATPLite, 2 h;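 active means compounds giving at least 50% protection of heart cells from peroxide-induced death in the single-dose screen, raw or plate-pattern-corrected value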;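 further: 0% = DMSO wells with peroxide and 100% = DMSO wells without peroxide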
ABCB6 inh 2: blocks the human ABCB6 transporter | K562-ABCB6 porphyrin accumulation, flow cytometry, 1 h; active compounds read low | fluorescence ratio to DMSO, % at 10 µM | 0.19% of 360,000 active | AID 602162;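 active means fluorescence ratio to DMSO below 75%, the collection mean minus 3 SD; inconclusive means too few cells collected in the well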;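 further: signal is porphyrin accumulated inside mitochondria; 100% equals median channel fluorescence of DMSO control wells; lower ratio means ABCB6 inhibition with less porphyrin fluorescence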
Target sequence (Q9NP58 whole entry, looked up): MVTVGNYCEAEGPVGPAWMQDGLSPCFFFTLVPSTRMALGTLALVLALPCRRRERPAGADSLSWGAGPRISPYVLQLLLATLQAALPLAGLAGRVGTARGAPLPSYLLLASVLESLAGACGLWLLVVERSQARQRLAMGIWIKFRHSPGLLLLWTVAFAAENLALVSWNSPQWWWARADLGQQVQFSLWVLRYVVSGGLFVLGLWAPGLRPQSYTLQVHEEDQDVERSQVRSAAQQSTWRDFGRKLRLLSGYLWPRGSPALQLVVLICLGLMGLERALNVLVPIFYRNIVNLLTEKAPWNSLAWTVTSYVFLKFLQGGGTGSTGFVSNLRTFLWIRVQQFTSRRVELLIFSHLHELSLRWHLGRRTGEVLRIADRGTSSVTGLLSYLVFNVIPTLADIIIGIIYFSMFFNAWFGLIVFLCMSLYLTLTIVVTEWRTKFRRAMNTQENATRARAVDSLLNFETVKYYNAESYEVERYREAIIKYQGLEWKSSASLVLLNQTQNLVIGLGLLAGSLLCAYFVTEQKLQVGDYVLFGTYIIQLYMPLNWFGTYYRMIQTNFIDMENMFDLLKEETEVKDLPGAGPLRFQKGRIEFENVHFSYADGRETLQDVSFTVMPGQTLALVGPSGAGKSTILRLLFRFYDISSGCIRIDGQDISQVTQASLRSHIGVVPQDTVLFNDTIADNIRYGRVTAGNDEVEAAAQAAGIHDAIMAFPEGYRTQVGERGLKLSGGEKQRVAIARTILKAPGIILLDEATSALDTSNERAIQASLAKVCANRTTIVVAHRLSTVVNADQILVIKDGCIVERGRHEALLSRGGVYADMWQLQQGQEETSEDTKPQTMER
PDI turbidity: blocks human protein disulfide isomerase activity. P07237. PDI insulin aggregation turbidity, A650, 90 min. inhibition, % at 10 µM. 0.052% of 350,000 active. AID 588391;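 active means mean inhibition across replicates of 30% or more, whatever share of single replicates reach that level; inconclusive means mean inhibition below 30% while every single replicate reaches 30%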;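 further: absorbance from insulin aggregation driven by PDI reduction with DTT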
ABHD5 PLIN5 PPI: blocks binding of human ABHD5 to perilipin-5 | Q00G26+Q8WTS1 | Split G. princeps luciferase complementation, luminescence, 4 h | inhibition, % at 4 µM | 0.78% of 360,000 active;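 active means inhibition above the mean inhibition across every tested compound plus 3 SD, cut at about 22% in these data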;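 further: 0% = DMSO only wells and the 100% control is not disclosed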
CaV13 FRET inh: Primary screen for inhibitors of IQ motif and Ca2+-dependent inactivation inhibitor domain binding in CACNA1D, Förster resonance energy transfer in living cells, … | HEK cells, CFP/YFP FRET ICDI-IQ, plate reader, 10 min; percent FRET-ratio fall versus neutral wells | inhibition, % at 12.3 µM | 0.098% of 340,000 active | AID 743397;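 active means mean replicate inhibition of at least 30% and at least 1% of replicates passing that level; inconclusive means only one of the two criteria is met; inactive means neither criterion is met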;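 further: 0% = median of the neutral control wells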
Glyco luc inh: blocks N-linked glycosylation in D54 reporter cells | D54 ERlucT glycosylation luciferase reporter, 24 h; percent of 100 nM tunicamycin response | reporter increase, % at 12.5 µM | 0.23% of 360,000 active;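 active means mean luciferase reporter signal, scaled so untreated is 0 and the glycosylation-blocking control 100, at or above a set limit in every replicate; inconclusive means mean reaches the limit but not every replicate does; inactive means mean below the limit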;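 further: luciferase carries N-glycosylation sites so blocking glycosylation raises the light; 0% = median of neutral control wells and 100% = median of 100 nM tunicamycin wells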
HTR2A ag: agonists of mouse serotonin 5-HT2A receptor (HTR2A); activation, % at 7.6 µM; CHO-K1 mHTR2A beta-arrestin complementation, luminescence; percent of 30 µM serotonin response; P35363; 0.66% of 360,000 active; AID 624169;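 active means activation above a run cutoff, the mean activation of all tested compounds plus 3 SD, cut at about 14% in these data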;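 further: 0% = plate median of compound wells and 100% = 30 µM serotonin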
Granule exo inh: lytic granule exocytosis inhibition; TALL-104 LAMP-1 surface exposure, flow cytometry; cells stimulated with thapsigargin and PMA; 0.66% of 360,000 active; inhibition, % at 10 µM;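 active means inhibition above about 55%, limit read from the data; inconclusive means no clear call, values can overlap the other calls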
Numbers without * were called inactive; ? = inconclusive; . = no result given.

Second line of a record – MC4R antagonist, MC4R ag barr, H9c2 protect, ABCB6 inh 2, PDI turbidity, ABHD5 PLIN5 PPI, CaV13 FRET inh, Glyco luc inh, HTR2A ag, Granule exo inh
Cc1ccccc1N=C1NC(=O)/C(=C/c2cccn2C)S1
    3, -4.5, 13, 101, 4, -4, -5, 6, 5, 15
COc1ccc(N(CC(=O)NC2CCCC2)C(=O)CCC(=O)Nc2cc(C)on2)cc1
    17, -0.2, 2, 96, -5, -11, -7, 2, 2, 4
COc1ccc(N(CC(=O)NCc2ccccc2OC)S(=O)(=O)c2ccccc2[N+](=O)[O-])c(OC)c1
    8, -3.3, 4, 98, 4, 0, -5, -2, -6, 7
CN1CCN(C(=O)c2cccc(-c3ccc4nccn4c3)c2)CC1
    -3, 1.5, 4, 93, 7, -6, -5, 0, -3, ?
Cc1ccc([C@H]2C[C@@H](n3cc(COC(=O)c4ccccc4)nn3)[C@H](O)CN2CC2CCCCC2)cc1
    3, -1.8, -10, 97, 1, -8, -7, 2, 4, -5
O=C(Nc1ccccc1C(=O)N1CCOCC1)C1CC(=O)N(c2ccc(F)cc2)C1 (centres undefined)
    -1, -3.7, 6, 98, 25, -2, -9, 1, -1, -1
Cc1cc(C)n2nc(SCc3cccc(S(=O)(=O)N(C)C)c3)nc2n1
    0, -1.2, -15, 97, -5, 0, -18, -1, -1, -4
COc1ccc(N2CCN(c3ccc(NC(=O)NN)cc3)CC2)cc1
    3, 0.6, 4, 94, -5, 4, -10, 1, 5, 0
Cc1csc(NC(=O)CCC(=O)c2cccs2)n1
    3, -0.3, 3, 104, 3, -4, -6, -1, -5, -1
CCCc1cc(C(=O)Nc2cc(C)nn2-c2ccccc2)no1
    13, -0.5, 8, 100, ., 7, -7, -1, -3, -1
Cc1nnc(SCC(=O)Nc2ccc3c(c2)OCO3)n(N)c1=O
    1, -1.0, 12, 100, 6, 1, -6, 0, 4, -4
O=C(N1CCOCC1)N1CCN(C(c2ccccc2)c2ccccc2)CC1
    11, -2.6, -7, 94, -2, 2, -12, 1, 1, -3
CN(C)CCCNC(=O)OC1CC2CC1[C@H]1CCCCN1C2=O (some centres undefined)
    ., ., ., 98, ., -2, -5, ., 1, 8
COc1ccc(CN(CC2CCCO2)C(=O)CN2C(=O)C(C)Oc3ccc(C)cc32)cc1OC (centres undefined)
    9, -2.2, 37, 96, 0, -2, -3, -2, 1, -2
CN(C)S(=O)(=O)c1ccc(Cl)c(NC(=O)COC(=O)C2CCCO2)c1 (centres undefined)
    4, -1.2, 5, 97, 6, -8, -4, 1, -3, -4
COc1ccc(S(=O)CC(=O)Nc2ccc(Cl)cc2Cl)cc1 (centres undefined)
    24, 0.2, -3, 100, 7, -3, -4, 0, -4, 9
O=C(COC(=O)c1ccncc1)NCCCc1ccccc1
    30*, 1.8, 2, 145, -2, 1, -16, 2, -2, 4
CCOC(=O)C1CCCN(CCC(=O)Nc2cc(C)ccc2C)C1 (centres undefined)
    4, 0.5, 3, 96, 2, -6, -4, 0, -2, 1
CC(=O)Nc1ccc(S(=O)(=O)Nc2nc3ccccc3nc2Nc2cccc(S(N)(=O)=O)c2)cc1
    3, -3.4, 3, 96, -1, -3, 4, 2, -2, -1
Cc1cc(C(=O)OCC(=O)N2CCN(c3ccccc3)CC2)c2ccccc2n1
    6, -1.5, 10, 94, 7, -1, -5, -3, -2, 0
COc1ccc(C(=O)NCC(c2cccs2)N2CCOCC2)cc1OC (centres undefined)
    2, -1.3, 7, 98, -6, 0, -2, 3, 2, 0
Cc1ccc2c(CC(=O)OC(C)C(=O)Nc3ncc(Cl)cc3Cl)coc2c1 (centres undefined)
    13, 0.7, 2, 103, 1, -9, -4, 0, 0, 12
OC[C@@H]1[C@@H](c2ccc(F)cc2)C(c2ccccc2)=NN1c1ccccc1
    18, 6.5, -9, 109, 1, -12, -6, -3, -7, -2
CN(C(=O)C1CCCO1)c1nnc(-c2cnccn2)s1 (centres undefined)
    7, -0.2, 8, 112, 0, 2, -5, 3, 0, 0
NNc1nc(-c2ccccc2Cl)c2cc(Br)ccc2n1
    -5, 0.9, -2, 102, -2, 9, -20, 1, 1, -8
CC1CN(C(=O)c2ccc(Br)c(S(=O)(=O)N3CCOCC3)c2)CC(C)O1 (centres undefined)
    8, -6.4, -1, 100, -15, 4, -3, 1, 1, -6
O=C(Oc1cccnc1)c1ccc([N+](=O)[O-])cc1Cl
    -4, -3.0, 0, 102, 12, 0, 5, 1, -6, 1
COc1ccc(Nc2ncc(C(=O)N3CCC(C(N)=O)CC3)c3ccccc23)cc1
    0, -1.8, 12, 99, -2, 1, -5, -1, -3, -1
CCOc1ccc(C2CC(=O)NC2=O)cc1 (centres undefined)
    1, -0.4, 0, 93, 17, 3, -13, -1, 0, -6
CC(C)CNC(=O)c1cccc2c1-c1ccccc1C2=O
    12, -0.5, 5, 99, -3, -3, -18, 0, 1, -3
O=C(NCc1csc(-c2cccs2)n1)Nc1ccc(C(F)(F)F)cc1
    7, 0.4, 0, 101, -5, 7, -3, 2, 6, -2
COc1ccc2[nH]c3c(c2c1)CCN1C(=O)C(CC(=O)NCCc2ccccn2)C[C@H](C(=O)N2CCOCC2)[C@@]31C (some centres undefined)
    1, 4.3, 1, 98, 16, -2, -3, 2, 1, -1
CSc1nc(-c2ccc(Cl)cc2)c(C#N)c(=O)[nH]1
    10, 0.5, 0, 105, -4, -2, -11, -1, 0, -10
CCn1c(=O)cc(SCC(=O)N2CCC(C)CC2)c2ccccc21
    -10, 0.4, 16, 92, 25, 3, -2, 7, 4, -1
CCN(CC)S(=O)(=O)c1cccc(C(=O)N/N=C/c2cccc(O)c2O)c1
    0, -0.9, 24, 85, -2, 4, -3, -7, -3, -13
CCOC(=O)c1[nH]c(C)c(C(=O)/C=C/c2ccc(C(=O)O)cc2)c1C
    11, 1.9, 4, 88, 17, 7, -2, 0, -1, -2
CCCCOc1ccc(S(=O)(=O)NC(=O)C2(C)CCN2C(=O)CCc2ccccc2)cc1 (centres undefined)
    6, 2.1, -4, 105, 6, 3, -4, -1, 17*, -1
CCOC(=O)Cn1c(=S)[nH]c2c(oc3ccc(Cl)cc32)c1=O
    9, 0.3, 11, 114, -4, -2, -5, 1, 1, 1
Cc1nc(C(C)NC(=O)c2cc(COc3ccc(F)c(F)c3)on2)cs1 (centres undefined)
    1, -2.1, -2, 100, -5, -1, -5, -2, -1, -2
Cc1cc(Nc2c(C)cccc2C)n2nc(C)nc2n1
    -6, -1.7, 3, 99, ., -7, -3, 1, 10, 0

Complete entries, looked up by structure. Values in the order: MC4R antagonist	MC4R ag barr	H9c2 protect	ABCB6 inh 2	PDI turbidity	ABHD5 PLIN5 PPI	CaV13 FRET inh	Glyco luc inh	HTR2A ag	Granule exo inh
Listed for CCOC(=O)Cn1c(=S)[nH]c2c(oc3ccc(Cl)cc32)c1=O : 9	0.3	11	114	-4	-2	-5	1	1	1
Listed for O=C(NCc1csc(-c2cccs2)n1)Nc1ccc(C(F)(F)F)cc1 : 7	0.4	0	101	-5	7	-3	2	6	-2
Listed for CCn1c(=O)cc(SCC(=O)N2CCC(C)CC2)c2ccccc21 : -10	0.4	16	92	25	3	-2	7	4	-1
Listed for COc1ccc2[nH]c3c(c2c1)CCN1C(=O)C(CC(=O)NCCc2ccccn2)C[C@H](C(=O)N2CCOCC2)[C@@]31C (some centres undefined) : 1	4.3	1	98	16	-2	-3	2	1	-1
Listed for Cc1cc(Nc2c(C)cccc2C)n2nc(C)nc2n1 : -6	-1.7	3	99	.	-7	-3	1	10	0

(cont.)
Second line of a record – MC4R antagonist, MC4R ag barr, H9c2 protect, ABCB6 inh 2, PDI turbidity, ABHD5 PLIN5 PPI, CaV13 FRET inh, Glyco luc inh, HTR2A ag, Granule exo inh
Cn1c(Cl)cnc1C1CC(=O)c2cc(Cl)ccc2O1 (centres undefined)
    -10, -1.4, 7, 123, -7, 32*, -5, 18, -5, 6
CC(NC(=O)CCNC(=O)c1ccc(Br)cc1)c1ccc(S(N)(=O)=O)cc1 (centres undefined)
    15, 0.5, 2, 102, 3, 13, -2, 2, -1, -2
Cc1ccc(Sc2c(O)c3ccccc3n(C)c2=O)cc1
    12, 1.3, -6, 99, 1, 1, -18, 0, 2, 4
CC(C)[C@H](NC(N)=O)C(=O)NCCc1ccc(Cl)cc1
    0, -1.9, 1, 94, 8, -2, -2, 1, 6, -3
CS(=O)(=O)N(CC(=O)NC1CCCCCC1)Cc1ccccc1
    -3, 0.7, 4, 101, -3, -9, -7, -1, -2, -2
COC(=O)CSc1snnc1-c1ccc(Cl)cc1Cl
    0, -1.0, 10, 105, -3, 3, -5, 2, 2, -4
COc1ccccc1OCc1n[nH]c(=S)n1Cc1ccccc1
    1, 0.1, 4, 94, 9, -6, 1, -1, 0, 0
COC(=O)[C@H](CCSC)NC(=O)N1CCN(c2cccc(C(F)(F)F)c2)CC1
    -3, 1.7, -6, 103, 7, 0, -4, 1, 1, -2
COc1ccc(OC)c(C2C=C(C34CC5CC(CC(C5)C3)C4)NC(=S)N2)c1 (centres undefined)
    -9, -2.5, -21, 101, -11, -14, -1, -4, -3, 0
CCOC(=O)C1(Cc2ccccc2C)CCCN(C(=O)c2cc(C3CC3)[nH]n2)C1 (centres undefined)
    7, 2.8, -2, 103, 0, -5, -5, 0, 5, -2
COc1ccc(NC(=O)c2ccccc2NC(=O)C2CCCCC2C(=O)O)cc1 (centres undefined)
    1, -0.6, 0, 97, 3, -1, -2, 0, 2, -2
Cc1ccc(N2C(N)=C(C#N)C3(C(=O)N(C)c4ccccc43)C3=C2CC(C)(C)CC3=O)cc1Cl (centres undefined)
    12, 0.6, 0, 99, -4, 7, -5, 1, 8, -2
COc1ccc(-c2cc(C(F)F)n3ncc(C(=O)NCC4CCCO4)c3n2)cc1 (centres undefined)
    2, 0.0, -1, 108, -10, 1, -8, 2, 1, -3
CCN1C(=O)C(CC(=O)Nc2ccc(Cl)cc2)N(NC(=O)c2ccncc2)C1=S (centres undefined)
    9, -2.1, 0, 97, -10, -2, -17, 1, 3, -2
Cc1c(C(=O)OCCN2CCCCC2)oc2ccccc12
    11, 1.2, -2, 97, 4, 4, -8, 1, -5, -1
O=C(N/N=C/c1ccco1)c1ccc(NC(=O)c2ccc(Cl)cc2)cc1
    -5, -0.6, 3, 92, -81, 0, -3, 1, -1, -10
COc1ccc2c(c1)[nH]c1c(N3CCN(Cc4ccc5c(c4)OCO5)CC3)ncnc12
    6, -1.0, -21, 95, 3, 9, -4, 13, 1, 3
Cc1ccc(C2c3sc(=O)[nH]c3SC3C(=O)NC(=O)C32)cc1 (centres undefined)
    -5, -0.7, 9, 105, -1, -14, ., 2, -3, 3
Cc1ccc(OC(=O)CCc2c(C)nc3ncnn3c2C)cc1
    5, -1.3, 2, 102, 1, -2, -5, 3, 2, 2
CC(=O)Nc1ccc(Nc2nc(C)nc3c2nnn3Cc2ccccc2Cl)cc1
    -5, -0.5, -6, 98, 4, -2, 0, 2, 0, -6
